Source: PubChem BioAssay
OXTR potentiator = human OXTR potentiation | P30559 | CHO-OTR cells, Fluo-8 calcium fluorescence, potentiator mode; 0% = oxytocin EC15, 100% = EC100 | activation, % at 3 µM | hit rate 0.061% among 320,000;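 active means activation above that plate's cutoff, the mean activation of tested compounds plus 3 SD, cut at about 6.6% in these data, passing the limit was not always enough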;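 further: 100% uses oxytocin at 75 nM as the full agonist control; some results filed as inactive read as strong as hits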
Target sequence (P30559 whole entry, looked up): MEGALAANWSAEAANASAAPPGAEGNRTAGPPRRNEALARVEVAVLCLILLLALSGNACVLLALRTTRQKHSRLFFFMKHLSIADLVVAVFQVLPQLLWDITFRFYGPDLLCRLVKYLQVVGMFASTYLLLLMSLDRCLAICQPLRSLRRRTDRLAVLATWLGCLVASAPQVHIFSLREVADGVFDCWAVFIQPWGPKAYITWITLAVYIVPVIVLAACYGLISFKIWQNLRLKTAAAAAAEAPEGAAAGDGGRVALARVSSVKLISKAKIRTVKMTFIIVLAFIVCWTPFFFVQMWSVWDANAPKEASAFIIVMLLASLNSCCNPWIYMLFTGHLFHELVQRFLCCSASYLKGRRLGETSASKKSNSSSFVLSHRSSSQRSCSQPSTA
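Assay system: CHO cell line stably expressing human OTR | Also added: Oxytocin at about EC15, sub-maximal agonist stimulus | Times: Compound 6 min at room temperature before oxytocin, 100 s read | Measured by: Fluo-8 intracellular calcium fluorescence, ex 470-495, em 515-575 nm | Controls: EC15 oxytocin alone as 0%, 75 nM oxytocin as 100%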
CHO parental Ca = signal in parental CHO cells, OX1R antagonist counter-screen. parental CHO-K1, ATP-induced calcium, Fluo-8 fluorescence. inhibition, % at 5.6 µM. hit rate 0.63% among 330,000. AID 463079;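 active means inhibition above that plate's mean sample inhibition plus 3 SD, cut at about 26% in these data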;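 further: 0% = ATP-challenged DMSO wells and 100% = DMSO wells without ATP; some compounds past the cut are filed as inactive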
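Test system: parental CHO cells; detection: calcium-sensitive Fluo-8 fluorescence; evaluation: percent inhibition of calcium signal; also added: ATP as calcium-mobilizing challenge; repeats: one well per compound; control set: ATP-challenged DMSO wells low, unchallenged DMSO wells high; compound: single nominal dose of 5.6 µM per compound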
M1 ag = activates human CHRM1 receptor. CHO-K1 hM1, Fluo-8 calcium fluorescence, agonist mode; 0% DMSO, 100% acetylcholine EC100. P11229. hit rate 0.33% among 360,000. activation, % at 3 µM;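 active means activation above the run's mean compound activation plus 3 SD, cut at about 16% in these data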;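 further: peak over basal fluorescence ratio within a 140 s kinetic read after compound addition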
CHO-K1 Ca antag = nonselective inhibitor or artifact in parental CHO-K1 cells. ATP-induced calcium, Fluo-8 fluorescence. hit rate 0.6% among 360,000. inhibition, % at 3 µM. AID 602250;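 active means inhibition above a per-plate cutoff, the plate's mean sample inhibition plus 3 SD, cut at about 24% in these data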;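 further: 0% = DMSO plus EC80 ATP and 100% = DMSO alone without ATP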
CHRM1 antagonist = blocks human M1 muscarinic receptor | inhibition, % at 3 µM | AID 588852 | P11229 | CHO-K1 hM1, Fluo-8 calcium fluorescence, ACh EC80 antagonist | hit rate 1.3% among 360,000;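 active means percent inhibition above its own plate's cutoff, namely the mean of that plate's compound wells plus 3 SD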;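 further: peak over basal fluorescence ratio during 140 s after agonist addition; 0% = ACh EC80 plus DMSO and 100% = DMSO alone without agonist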
TAAR1 antagonist = human TAAR1 antagonism; inhibition, % at 3 µM; hit rate 1.5% among 360,000; AID 624466; CHO RD-HGA16 TAAR1, Fluo-8 calcium fluorescence, antagonist;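 active means inhibition above a per-plate cutoff, the mean inhibition of test compounds on that plate plus 3 SD, cut at about 49% in these data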;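 further: 0% = DMSO plus EC80 beta-PEA response and 100% = DMSO alone without agonist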
Target sequence (Q96RJ0 whole entry, looked up): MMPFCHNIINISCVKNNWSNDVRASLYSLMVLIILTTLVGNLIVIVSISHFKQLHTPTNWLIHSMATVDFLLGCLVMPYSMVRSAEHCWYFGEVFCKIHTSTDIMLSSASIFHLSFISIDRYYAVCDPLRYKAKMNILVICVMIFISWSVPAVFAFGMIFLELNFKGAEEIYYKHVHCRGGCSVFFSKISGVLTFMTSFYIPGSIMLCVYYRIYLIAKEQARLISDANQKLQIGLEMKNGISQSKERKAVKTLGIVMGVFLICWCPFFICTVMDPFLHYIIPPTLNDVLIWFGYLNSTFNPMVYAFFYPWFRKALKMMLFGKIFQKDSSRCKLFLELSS
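test system = CHO RD-HGA16 cells bearing hTAAR1 | replication = singlicate | controls = DMSO-only wells and EC80 β-PEA-stimulated wells | reagent = EC80 β-phenethylamine stimulus | read-out basis = percent inhibition of PEA-evoked calcium signal, max/basal emission ratio | schedule = seeding 17-24 h prior, 75-min 37 °C, 30-min RT dye loading | signal = kinetic Fluo-8 calcium fluorescence measurement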
TAAR1 agonist = human TAAR1 agonism. Q96RJ0. CHO RD-HGA16 TAAR1, Fluo-8 calcium fluorescence; vehicle wells 0%, saturating PEA agonist 100%. activation, % at 3 µM. hit rate 0.99% among 360,000. AID 624467;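 active means activation above the mean activation of all test compounds in the run plus 3 SD, cut at about 38% in these data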
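System: CHO-derived RD-HGA16 cells with stable Gα16 and human TAAR1 / Times: 17-24 h plating, Fluo-8 75 min 37 °C, 30 min RT / Technique: calcium-sensitive Fluo-8 signal, excitation 470-495, emission 515-575 nm / Measure: % activation relative to PEA EC100 response / Benchmarks: DMSO and PEA EC100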
M1 ag parental = M1 agonist counterscreen hit in parental CHO-K1 cells; AID 602248; activation, % at 3 µM; Fluo-8 calcium fluorescence; scaled to maximal ATP response, vehicle zero; hit rate 0.48% among 360,000; in the data active means activation above about 15%;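 further: untransfected CHO-K1 host cells lacking M1 receptor as counterscreen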
M1 PAM parental = M1 PAM counterscreen hit in parental CHO-K1 cells. ATP EC20, Fluo-8 calcium fluorescence; 0% at ATP EC20, 100% at ATP max. activation, % at 3 µM. hit rate 0.02% among 360,000. AID 602247;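 active means activation above the run cutoff, the mean activation of all test compounds plus 3 SD, cut at about 40% in these data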;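 further: peak over basal fluorescence ratio in a 140 s read after ATP addition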
* marks the source's active call; other numbers are inactive results; . = not tested or not shown; & = joins results of further samples. An excerpt; the hit share may differ from the screen's.

mol,M1 ag,TAAR1 antagonist,CHO-K1 Ca antag,M1 PAM parental,M1 ag parental,OXTR potentiator,CHRM1 antagonist,CHO parental Ca,TAAR1 agonist
O=C(OC1CCN(CCCl)CC1)C(c1ccccc1)c1ccccc1,-7,-12,8,0,0.1,-7,82,-3,4
O=C(c1cc2ccccc2oc1=O)N1CCC2(CC1)OCCO2,-3,-3,4,5,9.4,0,10,-2,4
NC1CCCCC1N=Cc1c(O)n(Cc2ccc(F)cc2)c(=O)[nH]c1=O (stereo not drawn),-4,1,-8,7,0.4,-5,-8,-25,6
CC(Cc1ccccc1)[n+]1cc(/N=C(\N)[O-])on1 (stereo not drawn),-4,-6,6,-2,0.4,-2,-26,-9,24
COC(=O)C1=C(c2ccc(OC)c(OC)c2)C[C@@H]2CC[C@H]1N2C(=O)NC1CC1,-3,-16,2,8,0.5,-1,-7,-11,7
Cc1ccc(-c2nc3ccccc3c(=O)n2-c2cc(C)ccn2)cc1,-10,21,-17,9,-0.2,4,4,-12,4
C[C@]12CCC3C(CC[C@H]4C[C@@H](O)CC[C@]34C)C1CC[C@@H]2N (stereo partly drawn),-6,7,11,25,19*,-7,-5,-7,0
CCSc1nnc([C@@H](N)Cc2c[nH]c3ccccc23)o1,-4,-10,-11,11,0.6,1,5,-13,3
Cc1ccc(C(=O)N2CC2C)cc1 (stereo not drawn),1,-15,-4,-4,0.1,.,-18,.,0
N#Cc1ccc(OCC(=O)N2CCN(Cc3ccc4c(c3)OCO4)CC2)cc1,-7,-23,-7,1,3.5,-5,0,7,2
Cc1ccc(S(=O)(=O)N2CCCC(C(=O)N3CCC4(CC3)OCCO4)C2)cc1 (stereo not drawn),-4,2,-11,8,2.8,-6,-3,-15,11
Cc1cccc(-n2c(O)c(/C=C/C=Nc3ccccc3)c(=O)[nH]c2=O)c1,7,29,10,4,11,-7,7,12,21
O=Cc1cn(Cc2ccccc2F)c2ccccc12,-1,5,10,-7,3.9,-15,10,-13,10
C[N+]1(C)[C@@H]2CC[C@H]1CC(OC(=O)C(CO)c1ccccc1)C2 (stereo partly drawn),-6,4,5,9,0.0,-1,99*,-12,0
CCC(C)N1CCN(C(=O)Cc2ccccc2)CC1 (stereo not drawn),-6,-7,25*,-8,-0.4,-9,41*,-1,5
CN(CCc1ccccc1)Cc1ccccc1[N+](=O)[O-],-5,-1,-5,22,1.9,-8,-9,-5,5
Cn1c(O)c(Cc2ccc(OCc3ccccc3)cc2)c(=O)n(C)c1=O,-2,-12,-2,-5,0.4,-9,-13,-10,0
Cc1cc(OCC(=O)N2C[C@H]3C[C@@H](C2)c2cccc(=O)n2C3)c2c(C)c(C)c(=O)oc2c1,-10,-1,-3,18,0.8,-5,-7,-10,1
COC(=O)C1=Nc2ccccc2/C1=C\c1c(O)n(C)c(=O)n(C)c1=O,4,-7,7,11,13,3,-9,-1,0
COc1cc(C(=O)Nc2ccc(Br)cc2C(=O)c2ccccc2)cc(OC)c1OC,-3,-12,13,-2,-0.5,-1,-4,-17,3
N#Cc1c(N2CCNCC2)nc(-c2ccco2)c2c1CCCC2,-4,48,16,-24,0.2,1,-12,-19,80*
COc1cc(CC2(CCc3ccncc3)C(=O)N(C)C(=O)N(C)C2=O)cc(OC)c1OC,-9,11,-5,9,0.2,-7,-10,-15,2
Cc1cccc(OP(N)(N)=O)c1C,-5,11,3,6,0.1,-4,0,-3,0
COc1ccc(CCn2c(O)c(C=NCCCn3ccnc3)c(=O)[nH]c2=O)cc1OC,-7,-5,-13,14,0.6,-2,-11,-8,12
Brc1ccc(CN2CCNCC2)s1,-6,8,-1,14,1.2,1,-4,-7,1
COC(=O)Cn1cc(/C=C2\C(=O)NC(=O)N(c3ccccc3)C2=O)c2ccccc21,0,1,3,15,1.0,2,-10,-14,2
CC(C)CCOP(N)(=O)Oc1ccccc1Cl (stereo not drawn),-5,-6,-8,12,-0.8,2,-12,9,2
O=C(O)C1=CC2c3ccccc3C1c1ccccc12,-2,-8,-9,16,0.1,-5,-9,-12,2
O=C1NC(=O)N(Cc2ccco2)C(=O)/C1=C/c1cccn1CCOc1ccccc1Cl,-3,22,-2,19,1.0,-6,-6,-8,9
Cc1nc2ccc(Br)cc2c(=O)n1-c1ccc([N+](=O)[O-])c(C(F)(F)F)c1,5,-17,19,-11,13,-5,36*,5,6
O=c1ccc2cc(O[C@@H]3O[C@@H](CO)[C@H](O)[C@@H](O)[C@@H]3O)c(O)cc2o1,-1,-21,-9,3,0.4,-21,-12,4,7
O=c1[nH]c(=O)n(C2CCCCC2)c(O)c1C=NCCCn1ccnc1,-5,-3,-1,2,0.1,2,5,-6,5
COC(=O)C(O)(c1ccc(N(C)C(=O)c2cccs2)cc1)C(F)(F)F (stereo not drawn),-1,7,6,4,9.0,-26,12,11,6
Clc1cccc(C2NCCc3[nH]cnc32)c1 (stereo not drawn),-5,4,-7,11,0.1,-4,-19,-3,7
O=C(Cc1ccccc1)N1CCN(C/C=C/c2ccccc2)CC1,-5,1,-19,18,0.8,-15,17,-2,-3
CC(=O)NC1=C(N2CC2C)C(=O)C(NC(C)=O)=C(N2CC2C)C1=O (stereo not drawn),-1,4,-16,12,0.3,.,-4,.,3
Cn1c(O)c(C(=NCCN2CCCCC2)c2ccccc2Cl)c(=O)n(C)c1=O,-4,-3,-7,15,-0.1,-3,-1,-12,8
Cc1noc(C)c1COc1ccc(C(=O)NCC2(N(C)C)CCCCC2)cc1,-7,-32,-1,6,1.0,.,-9,.,0
COc1ccc(-c2cc(-c3ccccc3)[n+](C)c(-c3ccccc3)c2)cc1,-12,13,6,-6,0.0,-17,13,-17,6
Cc1ccc(/C=C2\C(=O)NC(=S)N(c3ccc(F)cc3)C2=O)o1,3,-1,9,-4,-0.3,.,-7,.,1
CC1([N+](=O)[O-])COP(=O)(Nc2ccccc2F)OC1 (stereo not drawn),-1,0,-15,8,0.0,.,-8,.,0
Cc1ccc(C)c(NC2=NCCCS2)c1,-3,-4,-15,17,-0.2,-5,-21,0,8
c1ccc(P(c2ccccn2)c2ccccn2)cc1,-1,-24,-5,6,-0.2,-1,-25,-4,1
CCOP(=O)(OCC)C1(O)C(=O)Nc2ccccc21 (stereo not drawn),-2,-4,14,-10,-0.1,0,2,-2,0
COc1ccc2c(c1O)C13CCN(C)C(C2)C1CCC(=O)C3 (stereo not drawn),-5,-4,-1,3,0.7,-6,-11,-1,2
O=c1[nH]c(=O)n(-c2ccc(Cl)cc2)c(O)c1C=NCCN1CCCCC1,-5,2,3,-2,0.1,0,9,3,4
COc1ccc(N/N=C/c2c(O)n(-c3ccc(C)c(C)c3)c(=O)[nH]c2=O)cc1,-6,10,7,-6,0.8,4,-5,-7,0
CN1CCN(Cc2ccc3ccccc3c2)CC1,-3,-4,1,-12,-0.2,-1,8,0,5
Cc1ccc2cc(CNCCc3ccccc3C)c(=O)[nH]c2c1,-5,81*,-7,14,1.1,-4,-7,-13,76*
CC(C)[N+](C)(CCC(C(N)=O)(c1ccccc1)c1ccccc1)C(C)C,-8,-1,7,8,0.6,-4,99*,-13,0
Cn1c(O)c(C=Nc2cccc(C(F)(F)F)c2)c(=O)n(C)c1=O,-1,-7,0,-31,0.4,3,3,-1,2
CCCn1c(C(=O)c2ccccc2OC)nc2ccccc21,-8,-18,-11,20,-0.2,-3,-7,-10,7
COc1cc(C=C2C(=O)NC(=O)NC2=O)ccc1O,-3,-16,-17,14,0.3,-1,-12,-7,5
Cc1ccc(Cn2nc(C(=O)Nc3ccc(Br)cc3)cc2C)cc1,4,-17,13,12,7.7,-20,18,50*,1
CCCOC(=O)C1C2CCC(O2)C1C(=O)O (stereo not drawn),-1,-26,-26,15,1.4,.,-13,.,2
CCOc1cc2c(cc1OCC)-n1cccc1C(c1ccc(F)c(OC)c1)NC2 (stereo not drawn),-6,21,-6,-11,14,-7,-6,-1,19

The list goes on.
mol,M1 ag,TAAR1 antagonist,CHO-K1 Ca antag,M1 PAM parental,M1 ag parental,OXTR potentiator,CHRM1 antagonist,CHO parental Ca,TAAR1 agonist
COc1ccccc1CN1CCNCC1,0,-6,5,-4,0.3,.,-3,.,0
Cc1nccc2c1[nH]c1ccccc12,-7,-16,-10,6,1.9,-10,5,-3,2
C/C(=N\NC(=O)c1ccccc1Cl)c1c(O)n(C2CCCCC2)c(=O)[nH]c1=O,-4,2,-5,19,0.5,-4,-13,-13,-2
CCCCn1c(NS(=O)(=O)c2ccc(C)cc2)c(C(=O)OCC)c2nc3ccccc3nc21,-5,-17,-2,5,0.0,-11,1,-12,-2
C1CN(P2(N3CC3)=NP(N3CC3)(N3CC3)=NP(N3CC3)(N3CC3)=N2)CCO1 (stereo not drawn),-2,-5,-17,28,1.0,.,-6,.,1
COc1ccc(C(=O)NC(=S)N2C[C@H]3C[C@H](C2)c2cccc(=O)n2C3)cc1OC,0,-2,-4,9,0.2,2,7,-11,1
NC(N)=N/N=C/c1ccc(N2CCOCC2)cc1,-5,11,-3,0,0.3,-10,-11,-5,6
COc1ccccc1OCC#CCN1CCCCCC1,-6,9,-1,-9,0.0,-5,33*,-12,4
COc1ccc(-c2cc(=NCCCCCC(=O)O)c3cc(C)ccc3o2)cc1,-6&-6,-1&-7,-9&-5,8&1,0.4&0.6,.,-13&-11,.,0&-1
CCOC(=O)CC(NC(=O)C(Cc1ccc(N(CCCl)CCCl)cc1)NC(C)=O)C(=O)OCC (stereo not drawn),-6,8,-12,17,0.2,2,-5,-3,1
CCN1CCN(C(=O)COc2ccc(S(=O)(=O)N3CCOCC3)cc2C)CC1,-6,3,-8,-8,1.6,-3,-10,0,-3
CN(C)/C=C1/C(=O)NC(=O)N(CCNc2ncc(C(F)(F)F)cc2Cl)C1=O,-6,23,1,5,0.5,-10,-7,-17,1
